BCR signal inh – inhibitors of chronic active B-cell receptor signaling; Potency, µM (titrated, usually from 46.1 µM), for inactives: top-dose ratio change, negative = lower green/red ratio, actives largely listed as inhibitors; AID 493014; actives 0.05% (n = 340,000); ABC-DLBCL IkBa-CBG/CBR reporter, luminescence ratio, 4 h; active means well fitted inhibition curve with a large enough effect in the signal ratio, with a control signal flat, not every such curve was filed as active; inconclusive means small, poorly fitted or top-dose-only effect, or effect the other way, or a change in a side signal; the % refers to the signal ratio;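 further: potency means the concentration at half of the fitted maximal effect; plate controls were basal doxycycline-induced cells for no effect and cells given 10 µM MG132 for full effect; MG132 reads +100%, hits lower the ratio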
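TMD8 ABC-DLBCL cells carrying doxycycline-inducible green luciferase fused to IkappaBalpha plus unfused red luciferase were exposed to compounds (up to 46 uM) for 4 hrs at 37C. Activity came from the overlap-corrected green/red luminescence ratio.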
FBPA coupling cs – coupling enzyme interference in Giardia aldolase counter-screen | actives 0.67% (n = 290,000) | activity change, negative = inhibition, % at 58.2 µM, hits read low | coupling enzyme system counterscreen, AmpLite Red fluorescence | AID 2472; in the data active means activity change below about -30%; further: on the % scale 0 is the no-effect control and ±100 the full control effect
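Coupling enzymes only (glyceraldehyde-3-phosphate) + compound, at 57.5 uM final, 10 min RT; add substrate/coupling/AmpLite Red mix, 20 min RT; fluorescence ex 525/em 598 nm. Actives flag coupling-system interference.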
Integrin act MD – integrin-mediated muscular dystrophy alleviation activation; alpha7betagal myoblasts, beta-gal FDG fluorescence, 48 h; actives 0.064% (n = 350,000); Potency, µM (doses to about 38.3 µM), inactives show at the highest dose activation, hits mostly activators; AID 624291;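 further: potency means the concentration at half of the fitted maximal effect; 100% = response of the positive control SU9516; nearly all actives have a fitted effect of over 60% in size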
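Alpha7betagal+/- myoblasts (passage 13) were plated 16-24 hr, then exposed to compounds (1:260 dilution of DMSO stock) for 48 hours at 37C. After MPER lysis, β-galactosidase reporter activity was read as FDG fluorescence (ex 480/em 540) after 30 minutes.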
B2AR arrestin – beta2AR (human) beta-arrestin recruitment activity. P07550. beta-arrestin recruitment to beta2AR, cell-based reporter. Potency, µM (doses to about 46.1 µM), for the others: at the highest dose activation, hits mostly activators. actives 0.02% (n = 330,000). AID 492947;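 further: potency means the concentration at half of the fitted maximal effect; 0% = DMSO controls and full agonism = EC100 isoproterenol or metaproterenol; nearly all actives have a fitted effect of over 65% in size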
Tb PFK inh – blocks T. brucei phosphofructokinase; AID 485367; Potency, µM (doses to about 57.5 µM), for inactives: at the top dose activity, negative = inhibition, actives largely listed as inhibitors; T. brucei PFK, ADP-Glo luminescence; O15648; actives 0.17% (n = 330,000);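 further: potency means the concentration at half of the fitted maximal effect; 0% = uninhibited 1x PFK enzyme wells and -100% = no-enzyme wells; nearly all actives have a fitted effect of over 60% in size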
Target sequence (O15648 whole entry, looked up): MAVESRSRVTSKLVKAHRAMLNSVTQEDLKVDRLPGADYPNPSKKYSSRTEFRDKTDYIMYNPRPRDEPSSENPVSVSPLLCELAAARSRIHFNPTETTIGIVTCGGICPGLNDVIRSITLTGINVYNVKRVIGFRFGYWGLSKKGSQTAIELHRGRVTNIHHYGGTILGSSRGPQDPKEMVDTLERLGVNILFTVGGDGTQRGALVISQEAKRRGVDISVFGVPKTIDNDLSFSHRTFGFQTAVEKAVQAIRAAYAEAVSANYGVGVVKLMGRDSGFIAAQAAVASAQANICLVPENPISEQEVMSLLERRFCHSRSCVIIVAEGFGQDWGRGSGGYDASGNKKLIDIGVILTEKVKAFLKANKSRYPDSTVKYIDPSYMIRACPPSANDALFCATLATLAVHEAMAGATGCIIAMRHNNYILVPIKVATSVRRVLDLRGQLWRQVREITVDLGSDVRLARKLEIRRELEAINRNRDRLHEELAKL
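1.25 nM PFK with 0.5 mM F6P and 0.1 mM ATP in 0.1 M TEA pH 8.0, 5 mM MgCl2, incubated 45 min at room temperature; ADP measured by ADP-Glo luminescence; compounds titrated up to 57 uM.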
Menin-MLL TR inh – menin-MLL binding inhibition, Texas Red mutant peptide. Potency, µM (top dose mostly 61.6 µM), for the others: at the highest dose FP activity change, negative = inhibition, actives largely listed as inhibitors. Menin + Texas Red MLL mutant peptide, fluorescence polarization. actives 0.23% (n = 270,000). AID 1768; active means well fitted inhibition curve with a large enough effect in the polarisation, with a control signal flat, not every such curve was filed as active; inconclusive means small, poorly fitted or top-dose-only effect, or effect the other way, or a change in a side signal; inactive means no such curve, though single readings can be large or run the other way; the % refers to the polarisation; further: potency means the concentration at half of the fitted maximal effect; % of control where 0% means no effect; many of its hits are not listed in these tables
Target sequence (O00255 whole entry, looked up): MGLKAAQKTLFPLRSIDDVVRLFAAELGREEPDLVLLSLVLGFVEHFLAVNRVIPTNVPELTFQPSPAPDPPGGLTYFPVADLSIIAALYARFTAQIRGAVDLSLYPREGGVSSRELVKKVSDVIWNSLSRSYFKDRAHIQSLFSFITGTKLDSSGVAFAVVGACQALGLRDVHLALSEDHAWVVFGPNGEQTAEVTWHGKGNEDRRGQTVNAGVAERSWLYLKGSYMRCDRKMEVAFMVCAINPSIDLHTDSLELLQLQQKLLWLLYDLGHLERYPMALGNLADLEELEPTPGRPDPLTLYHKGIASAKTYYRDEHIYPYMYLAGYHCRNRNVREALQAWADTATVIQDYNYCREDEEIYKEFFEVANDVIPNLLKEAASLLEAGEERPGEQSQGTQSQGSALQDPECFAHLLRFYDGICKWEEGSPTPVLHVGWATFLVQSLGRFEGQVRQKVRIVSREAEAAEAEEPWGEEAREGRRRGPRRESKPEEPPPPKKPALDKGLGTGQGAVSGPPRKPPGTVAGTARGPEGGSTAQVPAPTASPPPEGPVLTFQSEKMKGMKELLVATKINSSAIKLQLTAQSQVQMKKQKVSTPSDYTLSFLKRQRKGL
Giardia killer – kills Giardia lamblia | Giardia lamblia trophozoite viability | activity change, % at 7.66 µM, hits read low | actives 0.15% (n = 340,000); in the data active means activity change below about -80%; inconclusive means between about -30% and that limit;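 further: parasites exposed to compound for two days anaerobically before the ATP read; on the % scale 0 is the no-effect control and ±100 the full control effect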
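Killing of trophozoites was scored by loss of ATP luminescence after a 48 hrs anaerobic exposure to compounds at 37 deg C, using 100 cells per well.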
GALK inh – blocks human galactokinase activity; P51570; Purified GALK, Kinase-Glo residual ATP luminescence; Potency, µM (series often up to 57.5 µM), without a hit: at the highest dose activity change, negative = inhibition, actives largely listed as inhibitors; actives 0.007% (n = 270,000); further: potency means the concentration at half of the fitted maximal effect; on the % scale 0 is the no-effect control and ±100 the full control effect
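Quantitative HTS: GALK 5 nM, ATP 35 uM, galactose 100 uM, 1 h room temperature, then luciferase-based ATP detection.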
PTAP TSG101 blk – blocks PTAP/TSG101 interaction to inhibit HIV-1 budding | 340,000 tested, under 10 active | Potency, µM (highest dose often 115 µM), for inactives: top-dose activity change, negative = inhibition, actives largely listed as inhibitors | AID 493005 | Fluorescence polarization, FITC-PTAP peptide / Tsg101 binding; active means well fitted inhibition curve with a large enough effect in the main read-out, with a control signal flat, not every such curve was filed as active; inconclusive means small, poorly fitted or top-dose-only effect, or effect the other way, or a change in a side signal; inactive means no such curve, though single readings can be large or run the other way; further: potency means the concentration at half of the fitted maximal effect; % of control where 0% means no effect
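Fluorescence polarization binding of Tsg101 binding domain (10 uM final) to FITC-labeled PTAP peptide (50 nM final) in HEPES pH 7.5 buffer with NaCl, Tween 20, EDTA, TCEP. Compounds added before peptide; binding 20 min at RT.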
ASM inhibitor – blocks human secretory acid sphingomyelinase. actives 0.006% (n = 340,000). P17405. Potency, µM (doses to about 57.5 µM), inactives show at the top dose activity change, negative = inhibition, usual class: inhibitors. placental ASM, HMU-PC fluorogenic substrate, 60 min. AID 504937; further: potency means the concentration at half of the fitted maximal effect
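Fluorogenic HMU-PC substrate (9 uM final) is turned over by placental ASM in 60 min at 37 C after a 10 min compound preincubation. Reaction ended by alkaline stop (pH 10), with fluorescence read at 386/447 nm.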
PKM2 activator – activators of human pyruvate kinase M2; P14618; purified PKM2, Kinase-Glo ATP luminescence, activation; response scale: 0% is enzyme alone, no compound; Potency, µM (series often up to 57.5 µM), without a hit: top-dose activation, usual class: activators; actives 0.34% (n = 260,000); further: potency means the concentration at half of the fitted maximal effect; on the % scale 0 is the no-effect control and ±100 the full control effect; nearly all actives have a fitted effect of over 55% in size
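hPK-M2, >95% pure; 0.1 mM ADP / 0.5 mM PEP final; imidazole pH7.2 buffer w/ 7 mM MgCl2, 50 mM KCl; 1 h RT; Kinase-Glo lum. Intermediate enzyme activity for dual inhibitor/activator qHTS.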
The depositor's hits bear a star; ? = inconclusive; . = not tested or not shown; [ ] = another dose, or the depositor's remark. Unless noted, the call rests on the fitted dose curve; in most records, active means well fitted curve in the direction sought with a large enough effect; inconclusive means small, poorly fitted or top-dose-only effect, or another doubt; inactive means no such curve, though single readings can be large; an effect the other way counts as inactive or inconclusive. Only part of the results is shown; the hit share may differ from the screen's.

SMILES	BCR signal inh	FBPA coupling cs	Integrin act MD	B2AR arrestin	Tb PFK inh	Menin-MLL TR inh	Giardia killer	GALK inh	PTAP TSG101 blk	ASM inhibitor	PKM2 activator
O=C(Nc1ccc(F)cc1)Nc1cccnc1	-1%	0	10%	-0.5%	-14%	23%	-15	2%	-4%	-3%	.
c1ccc(-c2nnc(N3CCCC3)nc2-c2ccccc2)cc1	4%	0	24%	0.1%	23%	?	4	-1%	-3%	-8%	.
O=C(O)c1ccc(/C=C/c2ccc3cccc(O)c3n2)cc1	?	-23	-28%	0.0%	26%	?	-23	-1%	-6%	9%	-1%
O=C(NNc1ccccc1C(F)(F)F)c1cccs1	-12%	-1	16%	-0.6%	-7%	.	9	-3%	-4%	-2%	-1%
CC(=O)Nc1nc(CC(C)C)cc(-c2ccco2)c1C#N	.	3	-19%	.	.	-16%	6	5%	-6%	-1%	-4%
CC(C)N1CCN(Cc2ccc(OC3CCCC3)cc2)CC1CCO (stereo not given)	-7%	-4	-29%	0.2%	-2%	-20%	9	1%	-9%	-1%	-2%
CCC(C)c1ccccc1OCCOCCN1CCCC1 (stereo not given)	-4%	0	-45%	-0.1%	2%	-1%	6	2%	-2%	-5%	0%
O=C(O)c1cc2ccc3ccccc3c2[nH]1	?	-1	3%	-0.3%	3%	?	-10	2%	-11%	3%	1%
Fc1cccc2sc(Nc3nnc(-c4ccccc4)o3)nc12	?	1	-23%	-1.1%	1%	?	-17	-12%	-1%	417%[activator]	-5%
O=C(C1CCCN(Cc2nc(-c3cccs3)no2)C1)N1CCOCC1 (stereo not given)	-17%	-1	-3%	0.4%	4%	-1%	-18	10%	-5%	2%	-1%
CC1(C)SC(=S)N(/N=C/c2cccnc2)C1N(O)C(=O)NC1CCCCC1 (stereo not given)	3%	1	3%	0.1%	3%	.	0	-1%	0%	-3%	3%
CC1CCC2(CC1)NC(=O)N(CC(=O)Nc1ccc(F)cc1)C2=O (stereo not given)	?	.	?	0.0%	0%	.	-17	.	0%	-2%	.
CCc1nc(SCC(=O)Nc2ccccc2C)n[nH]1	-2%	-3	-9%	0.2%	-2%	7%	38[activator]	4%	-3%	0%	0%
CCOc1ccc(C(=O)OCC(=O)NCC2CCCO2)cc1 (stereo not given)	0%	.	44%	-0.1%	3%	.	4	.	-1%	-1%	.
Nc1ccc(NS(=O)(=O)c2ccccc2)cc1	8%	-5	19%	0.0%	0%	-6%	-24	-3%	-3%	5%	0%
CCC1ON(c2ccccc2)C2c3nc4ccccc4n3CC12 (stereo not given)	5%	3	24%	-0.5%	-1%	.	7	8%	-2%	-5%	0%
Cc1nc(C)c(C(=O)NNC(=O)c2ccc(Br)cc2)s1	?	1	-1%	8.5%	-2%	-2%	3	0%	1%	3%	-19%
Cc1occc1C(=O)NNC(=O)NC12CC3CC(CC(C3)C1)C2	?	6	7%	-0.2%	-8%	10%	5	-2%	-6%	4%	-6%
COc1ccc(CNC(=O)CCS(=O)(=O)c2cc3c(cc2Cl)NC(=O)CO3)cc1	0%	-3	21%	-0.4%	-24%	1%	6	8%	-5%	1%	.
CC1(Br)C2CCCC1C2S(=O)(=O)c1ccccc1 (stereo not given)	3%	5	-7%	0.2%	1%	-10%	0	-1%	-3%	4%	-12%

Overlap with the part before: two entries; new compounds follow.
SMILES	BCR signal inh	FBPA coupling cs	Integrin act MD	B2AR arrestin	Tb PFK inh	Menin-MLL TR inh	Giardia killer	GALK inh	PTAP TSG101 blk	ASM inhibitor	PKM2 activator
COc1ccc(CNC(=O)CCS(=O)(=O)c2cc3c(cc2Cl)NC(=O)CO3)cc1	0%	-3	21%	-0.4%	-24%	1%	6	8%	-5%	1%	.
CC1(Br)C2CCCC1C2S(=O)(=O)c1ccccc1 (stereo not given)	3%	5	-7%	0.2%	1%	-10%	0	-1%	-3%	4%	-12%
O=S(=O)(Nc1cccnc1)c1ccc(Cl)cc1	0%	-7	0%	-1.0%	-1%	.	4	0%	-5%	-2%	1%
O=C(O)C1CCN(S(=O)(=O)c2cccnc2)CC1	-3%	3	8%	-0.3%	-3%	.	-27	-2%	-1%	2%	19%
O=C(O)c1[nH]c2ccccc2c1C=NCc1ccccc1Cl	?	2	-3%	0.1%	0%	8%	18	11%	-6%	5%	-1%
CCO[C@@H]1OC(C(=O)NC2CC2)=C[C@H](c2ccc3c(c2)OCO3)[C@H]1CCCO	5%	4	-15%	0.0%	5%	9%	-3	-1%	0%	7%	1%
Cn1c2ccccc2c2c(C(=O)NCc3ccco3)cn(C3CCCCC3)c(=O)c21	?	-5	-11%	0.8%	4%	-13%	-26	-1%	-3%	1%	6%
COc1cccc(-c2cc(C(=O)Nn3cnnc3)c3ccccc3n2)c1	-8%	-11	17%	-0.4%	1%	-6%	?	12%	-1%	7%	-15%
Cc1c(NC(=O)C(C)OC(=O)CC2Sc3ccccc3NC2=O)c(=O)n(-c2ccccc2)n1C (stereo not given)	?	5	0%	0.3%	-3%	1%	0	7%	-1%	6%	14%
Cc1ccc(Cl)cc1NC(=S)N(Cc1cccs1)C1CCCC1	0%	1	-9%	-0.3%	-7%	6%	2	-2%	0%	-1%	-10%
Cc1cc(C)n(CC(O)CN(c2cccc([N+](=O)[O-])c2)S(=O)(=O)c2ccccc2)n1 (stereo not given)	7%	-1	6%	-0.9%	10%	-3%	?	-2%	-2%	-2%	1%
O=C1OCCC1Sc1nc2ccccc2[nH]1 (stereo not given)	1%	-1	5%[7.66 µM]	-0.7%	1%	0%	-8	2%	1%	-2%	-6%
COc1ccc(N2CCN(C(=O)c3cccc(F)c3)CC2)c([N+](=O)[O-])c1	3%	5	15%	-0.2%	4%	-18%	-13	-1%	-3%	-4%	4%
COC(=O)C1C2C=CC3(CN(CC4CCCO4)C(=O)C13)O2 (stereo not given)	12%	-79*	26%	-0.1%	-3%	-22%	17	1%	-1%	4%	3%
COc1ccc(-c2nnn(CC(=O)N(CC(=O)NCCC(C)C)Cc3cccs3)n2)cc1OC	6%	15	-18%	0.3%	-10%	23%	9	3%	-3%	-2%	1%
COc1ccccc1N1CCC(N2CCN(CC(C)(C)C)C(CCO)C2)CC1 (stereo not given)	0%	2	-25%	-0.1%	-7%	-2%	6	8%	-4%	3%	-9%[11.5 µM]
Cc1nn(CC(=O)NCc2ccc(-n3cccn3)cc2)c(C)c1[N+](=O)[O-]	2%	3	3%	-0.9%	-1%	-1%	1	.	3%	1%	2%
C=CC[C@@H](CC(=O)NCCO)C(=O)NC[C@@H](OC(=O)[C@H](CC=C)CC(=O)OC(C)(C)C)c1ccccc1	-1%	.	1%	-0.1%	-2%	.	?	.	.	-5%	.
CC1(C)C(=O)Nc2ccccc2N1C(=O)COC(=O)c1ccc(Cl)c(S(=O)(=O)NCc2ccccc2)c1	?	0	-4%	0.1%	1%	1%	-2	1%	1%	-7%	-3%
CCN(CC)S(=O)(=O)c1ccc(OC(C)C)c(NC(=O)c2c3c(nc4ccccc24)CCN(Cc2ccccc2)C3)c1	-1%	3	-28%	-0.7%	-11%	-3%	-3	0%	-1%	-1%	-1%
C=CCNC(=S)N1CCN(Cc2ccc3c(c2)OCO3)CC1	?	-5	?	-0.9%	-7%	-8%	?	8%	-6%	7%	5%
CC(=O)Nc1nc(-c2ccc3ccccc3c2)cs1	?	0	?	0.2%	0%	12%	6	2%	-4%	-1%	.
COc1ccccc1C(=O)Nc1nnc(S(=O)(=O)N2CCCCCC2)s1	?	2	18%	0.5%	-2%	?	?	.	-2%	-13%	10%
COc1ccc(NC(=O)CNc2cccc(C#N)c2)cc1Cl	?	-3	-4%	-0.1%	?	12%	-1	-2%	-3%	-5%	0%
CC(C)(C)NC(=O)c1sccc1C(=O)O	2%	1	29%	0.0%	0%	8%	-18	-1%	.	4%	3%
CCOc1ccc(OCc2ccc(C(=O)NCc3cccnc3)o2)cc1	1%	.	-5%	-0.6%	-8%	1%	-2	-4%	1%	19%	2%
COc1ccccc1NC(=O)c1ccc(NC(=O)Cc2n[nH]c(=O)c3ccccc23)cc1	?	0	4%	0.3%	5%	.	32[activator]	.	-2%	-5%	21%
COc1ccccc1NC1CCCCC1NS(=O)(=O)c1ccccc1 (stereo not given)	14%	1	-13%	-0.9%	1%	-29%	18	0%	-1%	0%	.
O=C(O)c1ccc(S(=O)(=O)c2ccc3c(c2)C(=O)N(c2ccc(Br)cc2)C3=O)cc1	1%	11	-111%[inhibitor]	-0.5%	1%	.	-1	-5%	-2%	-4%	.

Bioassay records as filed in PubChem BioAssay.
